Assay outcomes: PubChem BioAssay, several laboratories
Yfh1-off respiration – enhancers of respiration in Yfh1-depleted yeast, dose response, Friedreich's ataxia, plus single-dose screen (AID 1465); S. cerevisiae Yfh1-off respiration, WST-1 reduction, 72 h; higher fold induction means a stronger effect; fold induction at 50 µM; hits with a dose series show EC50 in µM; 0.074% of 220,000 active;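 active = fold induction of absorbance versus untreated yeast above a set limit, then at least 30% activation at any dose in follow-up; inconclusive = repeats straddling the limit, or above it without dose testing; inactive = fold induction below the set limit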;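 note: activators that raise dye reduction in frataxin-depleted yeast; strong numbers were not always called active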
Large T inhibition – SV40 large T antigen inhibitors, biochemical (AID 1903) | SV40 large T antigen ATPase/helicase inhibition assay; higher % means a stronger effect | 0.39% of 310,000 active | inhibition, % at 20 µM, or IC50 in µM where a hit was titrated; in the data active = a potency from the dose series; inconclusive = inhibition mostly from about 32% at the one dose, without a potency; inactive = the rest, 99 in 100 with inhibition below about 32%; note: strong numbers were not always called active
MgcRacGAP inhibition – MgcRacGAP GTPase-activating activity inhibitors, confirmation, biochemical, ADP Hunter fluorescence; MgcRacGAP-stimulated Rac1 GTP hydrolysis, ADP Hunter fluorescence; higher % means a stronger effect; GST-tagged Rac1 F28L mutant substrate; Rac GTPase-activating protein 1 (Homo sapiens); 0.6% of 340,000 active; inhibition, % at 30 µM; hits with a dose series show IC50 in µM;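 active = first-screen hits whose inhibition reached a set limit at any dose in the follow-up dose series; inconclusive = inhibition above the set first-screen limit but never retested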;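 note: fluorescence reports GDP produced by GAP-driven GTP hydrolysis; strong numbers were not always called active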
NTR1 agonist – agonists of NTR1, primary screen, imaging, U2OS cells, beta-arrestin-GFP, high content (AID 493036) | NTR1-U2OS beta-arrestin-GFP spot imaging, agonist mode | 0.17% of 330,000 active | Neurotensin receptor type 1 (Homo sapiens), P30989 | activation, % at 20 µM;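 active = activation at or above 40% of the spot to cytoplasm intensity ratio, with at least 20 cells analyzed; inconclusive = wells under 20 cells, flagged as cytotoxic or low count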;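 note: 0% = DMSO without peptide and 100% = 100 nM NTR1 peptide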
Target sequence (P30989 whole entry, looked up): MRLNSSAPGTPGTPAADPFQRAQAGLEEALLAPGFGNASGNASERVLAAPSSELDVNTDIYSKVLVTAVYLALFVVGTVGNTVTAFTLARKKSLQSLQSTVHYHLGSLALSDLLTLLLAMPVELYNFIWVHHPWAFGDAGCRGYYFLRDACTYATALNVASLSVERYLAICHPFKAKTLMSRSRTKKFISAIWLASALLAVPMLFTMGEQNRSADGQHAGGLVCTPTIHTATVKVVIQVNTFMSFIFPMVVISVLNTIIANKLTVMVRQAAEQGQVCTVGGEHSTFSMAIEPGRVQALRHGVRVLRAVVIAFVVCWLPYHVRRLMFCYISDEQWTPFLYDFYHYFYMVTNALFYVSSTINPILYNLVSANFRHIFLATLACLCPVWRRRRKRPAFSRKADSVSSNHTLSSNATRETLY
NS5 inhibitors – Dengue-2 NS5 methyltransferase inhibitors, primary screen, biochemical, confirmation dose response (AID 588689); inhibition, % at 25 µM, or IC50 in µM where a hit was titrated; Dengue-2 NS5 methyltransferase capping enzyme assay, biochemical; higher % means a stronger effect; 0.3% of 340,000 active; in the data active = a potency from the dose series; inconclusive = inhibition above about 29% without an active follow-up result
AID2073 – inhibitors of Mint1-CaV2.2 protein interaction, biochemical, HTRF (AID 2073) | Voltage-dependent N-type calcium channel subunit alpha-1B (Homo sapiens) | HTRF protein-protein interaction, Mint1-CaV2.2; higher % means a stronger effect | one-dose inhibition, % at 20 µM; IC50 in µM for titrated hits | 0.19% of 290,000 active; in the data active = inhibition mostly above about 51%, no sharp cut-off; inconclusive = no clear call, values can overlap the other calls; inactive = mostly below about 53%; note: some results filed as inactive read as strong as hits
GPR55 LPI antagonism – GPR55 antagonists blocking LPI-driven arrestin recruitment, primary screen, imaging, U2OS, beta-arrestin-GFP, LPI agonist (AID 2013); G-protein coupled receptor 55 (Homo sapiens); U2OS GPR55 beta-arrestin-GFP translocation imaging, LPI antagonism; higher % means a stronger effect; inhibition, % at 10 µM, or IC50 in µM where a hit was titrated; 0.13% of 290,000 active;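 active = spots per cell inhibited over 60%, with over 100 cells counted and total cytoplasm intensity under 500,000; inconclusive = wells with under 100 cells, flagged as likely toxic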;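 note: U2OS cells stably carrying GPR55 and arrestin-GFP stimulated by 5 µM LPI near EC80; imaged beta-arrestin-GFP aggregate spots per cell after agonist stimulation; plate controls were LPI-stimulated DMSO wells for no effect and DMSO wells without LPI for full effect; some results filed as inactive read as strong as hits; confirmed hits need IC50 under 10 µM and bright autofluorescent wells are also inconclusive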
GPR55 activation – GPR55 agonists via beta-arrestin recruitment, primary screen, imaging, U2OS cells, beta-arrestin-GFP redistribution (AID 1961). G-protein coupled receptor 55 (Homo sapiens). U2OS GPR55 beta-arrestin-GFP redistribution imaging; higher % means a stronger effect. one-dose activation, % at 10 µM; EC50 in µM for titrated hits. 0.048% of 290,000 active;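 active = activation above 40% with more than 50 cells counted in the well; inconclusive = wells holding fewer than 50 cells, flagged as toxic or sparse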;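 note: U2OS osteosarcoma cells stably expressing GPR55 and beta-arrestin-GFP; plate controls were DMSO negative control for no effect and LPI positive control for full effect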
GPR35 antagonists – GPR35 antagonists blocking zaprinast-driven arrestin recruitment, primary screen, imaging, U2OS, beta-arrestin-GFP, zaprinast agonist (AID 2058). G-protein coupled receptor 35 (Homo sapiens). 0.052% of 290,000 active. inhibition, % at 10 µM, or IC50 in µM where a hit was titrated. U2OS GPR35 beta-arrestin-GFP translocation imaging, zaprinast antagonism; higher % means a stronger effect;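 active = inhibition of at least 50% with at least 30 cells and total cytoplasm GFP at most 10,000,000; inconclusive = under 30 cells or total GFP of 10,000,000 plus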
NTR1 agonist cell count 20 µM – recorded beside NTR1 agonist, whose call it bears; cell count; measured here: cell count, cytotoxicity flag
* marks the source's active call; other numbers are inactive results.

Screening O=C(O)c1ccc2c(=O)[nH]c(CN3CCOCC3)nc2c1 returned Large T inhibition 1%, MgcRacGAP inhibition 15%, NTR1 agonist 2.5, NS5 inhibitors -7%, AID2073 0%, GPR55 LPI antagonism -18%, GPR55 activation -0.1%, GPR35 antagonists -6% and NTR1 agonist cell count 20 µM 55.
Screening CC(OC(=O)c1ccc2c(=O)n3c(nc2c1)CCC3)C(=O)NC1CCCCC1C (stereo not drawn) returned Large T inhibition 5%, MgcRacGAP inhibition -1%, NTR1 agonist 1.4, NS5 inhibitors -3%, AID2073 4%, GPR55 LPI antagonism -2%, GPR55 activation -0.1%, GPR35 antagonists -2% and NTR1 agonist cell count 20 µM 52.
`CCCCNc1c(-c2cccc(-c3cc(C(C)=O)cs3)c2)nc2ccc(C)cn12` gave Large T inhibition 3%, MgcRacGAP inhibition 6%, NTR1 agonist 41*, NS5 inhibitors -5% and NTR1 agonist cell count 20 µM 55*.
For CC(=O)N1CCN(CCN=CC2=C(O)CC(c3cccs3)CC2=O)CC1 (stereo not drawn) the results were Yfh1-off respiration inactive, Large T inhibition 10%, MgcRacGAP inhibition 10%, NTR1 agonist -0.9, NS5 inhibitors 5%, AID2073 2%, GPR55 LPI antagonism -11%, GPR55 activation 0.1%, GPR35 antagonists 11% and NTR1 agonist cell count 20 µM 42.
For Cc1cc(C(=O)N2CCOCC2)c(C)o1 the results were Yfh1-off respiration inactive, Large T inhibition 9%, MgcRacGAP inhibition -1%, NTR1 agonist -0.2, NS5 inhibitors -5%, AID2073 14%, GPR55 LPI antagonism -14%, GPR55 activation 0.2%, GPR35 antagonists -12% and NTR1 agonist cell count 20 µM 58.
Cc1ccccc1C(=O)N1CCC(C(=O)Nc2cccc(F)c2)CC1 was read as Yfh1-off respiration inactive, Large T inhibition 1%, MgcRacGAP inhibition 14%, NTR1 agonist 0.5, NS5 inhibitors 3%, AID2073 9%, GPR55 activation -0.2%, GPR35 antagonists -6% and NTR1 agonist cell count 20 µM 49.
For Cc1cc(NCc2ccco2)nc(N2CCC(C(=O)NC3CCCCC3)CC2)n1 the results were Yfh1-off respiration inactive, Large T inhibition 20%, MgcRacGAP inhibition 7%, NTR1 agonist 2.2, NS5 inhibitors -4%, AID2073 5%, GPR55 LPI antagonism 2%, GPR55 activation -0.1%, GPR35 antagonists -8% and NTR1 agonist cell count 20 µM 35.
Screening COc1cc(/C=C2/C(=O)NN(c3ccc(Cl)cc3)C2=O)cc(Br)c1O returned Large T inhibition 32%, MgcRacGAP inhibition 103µM*, NTR1 agonist 0.0, NS5 inhibitors -77%, AID2073 31%, GPR55 LPI antagonism -3%, GPR55 activation 0.3%, GPR35 antagonists -5% and NTR1 agonist cell count 20 µM 45.
`N=c1nc(-c2ccccc2)ccn1O` gave Yfh1-off respiration inactive, Large T inhibition -3%, MgcRacGAP inhibition 11%, NTR1 agonist -2.1, NS5 inhibitors -4%, AID2073 1%, GPR55 LPI antagonism 24%, GPR55 activation -0.2%, GPR35 antagonists 13% and NTR1 agonist cell count 20 µM 58.
Screening COc1ccc(C(=O)CN2C(=O)NC(C)(c3ccccc3)C2=O)cc1OC (stereo not drawn) returned Yfh1-off respiration inactive, Large T inhibition 3%, MgcRacGAP inhibition 3%, NTR1 agonist 1.3, NS5 inhibitors -7%, AID2073 2%, GPR55 LPI antagonism 27%, GPR55 activation -0.1%, GPR35 antagonists -4% and NTR1 agonist cell count 20 µM 33.
Screening O=C(CSc1nnc(NC(=O)c2ccccc2[N+](=O)[O-])s1)NCc1ccco1 returned Large T inhibition 6%, MgcRacGAP inhibition 4%, NTR1 agonist 0.0, NS5 inhibitors 3%, AID2073 -4%, GPR55 LPI antagonism 15%, GPR55 activation 0.0%, GPR35 antagonists 5% and NTR1 agonist cell count 20 µM 56.
CCOP(=O)(c1c(F)c(F)c(F)c(F)c1F)C1(O)CCCCC1 (stereo not drawn) was read as Yfh1-off respiration inactive, Large T inhibition 5%, MgcRacGAP inhibition 4%, NTR1 agonist 0.5, NS5 inhibitors -3%, AID2073 3%, GPR55 LPI antagonism -10%, GPR55 activation 0.2%, GPR35 antagonists 2% and NTR1 agonist cell count 20 µM 45.
For CCOC(=O)C1C(=O)NC(SCC(=O)Nc2nccs2)=C(C#N)C1c1ccccc1OCC (stereo not drawn) the results were Yfh1-off respiration inactive, Large T inhibition 14%, MgcRacGAP inhibition 15%, NTR1 agonist 1.9, NS5 inhibitors -29%, AID2073 23%, GPR55 LPI antagonism -2%, GPR55 activation 0.2%, GPR35 antagonists -7% and NTR1 agonist cell count 20 µM 55.
For Cc1c(C(=O)C(=O)NCCC2=CCCCC2)c2ccccc2n1C the results were Yfh1-off respiration inactive, Large T inhibition -4%, MgcRacGAP inhibition 5%, NTR1 agonist -0.4, NS5 inhibitors -1%, AID2073 10%, GPR55 LPI antagonism 14%, GPR55 activation -0.3%, GPR35 antagonists 11% and NTR1 agonist cell count 20 µM 68.
C#CCOCCOCCOCCNc1nc(N2CCN(C(=O)[C@H]([C@@H](C)CC)n3cc([C@@H](N)Cc4ccc(O)cc4)nn3)CC2)nc(N2CCN(C(=O)[C@H]([C@@H](C)CC)n3cc([C@@H](N)Cc4ccc(O)cc4)nn3)CC2)n1 was read as Yfh1-off respiration inactive, Large T inhibition 8%, MgcRacGAP inhibition 8%, NTR1 agonist -4.0, NS5 inhibitors -11%, AID2073 34%, GPR55 LPI antagonism 17%, GPR55 activation -0.2%, GPR35 antagonists 3% and NTR1 agonist cell count 20 µM 92.
`COc1cc(C(=O)NNC(=O)CNC(=O)c2ccc(Br)o2)cc(OC)c1OC` gave Large T inhibition 12%, MgcRacGAP inhibition -2%, NTR1 agonist -0.5, NS5 inhibitors -7%, AID2073 4%, GPR55 LPI antagonism 3%, GPR55 activation 0.0%, GPR35 antagonists 3% and NTR1 agonist cell count 20 µM 56.
For Cc1cc(C)n(CC(=O)N2CCCC(N3CCN(Cc4ccc5c(c4)OCO5)CC3)C2)n1 (stereo not drawn) the results were Large T inhibition 15%, MgcRacGAP inhibition 6%, NTR1 agonist -1.0, NS5 inhibitors -1%, AID2073 0%, GPR55 LPI antagonism 16%, GPR55 activation -0.1%, GPR35 antagonists -4% and NTR1 agonist cell count 20 µM 70.
`CCOc1ccccc1CNC(=O)c1c([N+](=O)[O-])c(C)nn1C` gave Yfh1-off respiration inactive, Large T inhibition 0%, MgcRacGAP inhibition -6%, NTR1 agonist -0.5, NS5 inhibitors 5%, AID2073 -1%, GPR55 LPI antagonism -2%, GPR55 activation 0.3%, GPR35 antagonists 9% and NTR1 agonist cell count 20 µM 47.
For COc1ccccc1/C=C(\NC(=O)c1cccc(C)c1)C(=O)Nc1ccccn1 the results were Large T inhibition 7%, MgcRacGAP inhibition 9%, NTR1 agonist -1.2, NS5 inhibitors 3%, AID2073 0%, GPR55 LPI antagonism -3%, GPR55 activation 0.0%, GPR35 antagonists 2% and NTR1 agonist cell count 20 µM 60.
For Cc1ccccc1NC(=O)CSc1nnc(CNC(=O)c2ccc3c(c2)OCO3)n1C the results were Large T inhibition 9%, MgcRacGAP inhibition 8%, NTR1 agonist -0.7, NS5 inhibitors 1%, AID2073 37%, GPR55 LPI antagonism 9%, GPR55 activation 0.3%, GPR35 antagonists 21% and NTR1 agonist cell count 20 µM 54.
For COc1ccc(NC(=S)NNC(=O)CNc2ccc(Cl)cc2)cc1 the results were Yfh1-off respiration inactive, Large T inhibition 18%, MgcRacGAP inhibition 6%, NTR1 agonist -0.5, NS5 inhibitors -3%, AID2073 -2%, GPR55 LPI antagonism 3%, GPR55 activation 0.2%, GPR35 antagonists 16% and NTR1 agonist cell count 20 µM 86.
COc1ccc(S(=O)(=O)N(CC(=O)N2CCOCC2)c2cc(Cl)ccc2OC)cc1OC was read as Yfh1-off respiration inactive, Large T inhibition -4%, MgcRacGAP inhibition 4%, NTR1 agonist -1.8, NS5 inhibitors -1%, AID2073 1%, GPR55 LPI antagonism 0%, GPR55 activation -0.2%, GPR35 antagonists -8% and NTR1 agonist cell count 20 µM 62.
For Cc1cccc(NC(=O)CC(C)S(=O)(=O)c2ccc3c(c2)NC(=O)CO3)c1C (stereo not drawn) the results were Large T inhibition 9%, MgcRacGAP inhibition 11%, NTR1 agonist 0.5, NS5 inhibitors -4%, AID2073 inconclusive, GPR55 LPI antagonism -10%, GPR55 activation -0.4%, GPR35 antagonists -11% and NTR1 agonist cell count 20 µM 48.

Of the compounds above, 2 have a nitro group on carbon.
Screening O=C(CSc1nnc(NC(=O)c2ccccc2[N+](=O)[O-])s1)NCc1ccco1 returned Large T inhibition 6%, MgcRacGAP inhibition 4%, NTR1 agonist 0.0, NS5 inhibitors 3%, AID2073 -4%, GPR55 LPI antagonism 15%, GPR55 activation 0.0%, GPR35 antagonists 5% and NTR1 agonist cell count 20 µM 56.
`CCOc1ccccc1CNC(=O)c1c([N+](=O)[O-])c(C)nn1C` gave Yfh1-off respiration inactive, Large T inhibition 0%, MgcRacGAP inhibition -6%, NTR1 agonist -0.5, NS5 inhibitors 5%, AID2073 -1%, GPR55 LPI antagonism -2%, GPR55 activation 0.3%, GPR35 antagonists 9% and NTR1 agonist cell count 20 µM 47.
